# FBW7 act: human FBW7 E3 ligase activation, primary screen; Q969H0; 0.13% of 650,000 active; normalized activity (activation), % at 26.1 µM; AlphaScreen FBW7–phospho-cyclin E peptide binding, activator screen; in the data active = normalized activity above about 1.9%;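 also: purified mutant Fbw7 with reduced substrate affinity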
# MITF inh: blocks human microphthalmia-associated transcription factor; O75030; AlphaScreen MITF homodimerization, bead proximity signal; 0.91% of 650,000 active; inhibition, % at 2.6 µM; AID 1259374; in the data active = inhibition above about 50%;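 also: 0% = vehicle wells with protein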
# Target sequence (O75030 whole entry, looked up): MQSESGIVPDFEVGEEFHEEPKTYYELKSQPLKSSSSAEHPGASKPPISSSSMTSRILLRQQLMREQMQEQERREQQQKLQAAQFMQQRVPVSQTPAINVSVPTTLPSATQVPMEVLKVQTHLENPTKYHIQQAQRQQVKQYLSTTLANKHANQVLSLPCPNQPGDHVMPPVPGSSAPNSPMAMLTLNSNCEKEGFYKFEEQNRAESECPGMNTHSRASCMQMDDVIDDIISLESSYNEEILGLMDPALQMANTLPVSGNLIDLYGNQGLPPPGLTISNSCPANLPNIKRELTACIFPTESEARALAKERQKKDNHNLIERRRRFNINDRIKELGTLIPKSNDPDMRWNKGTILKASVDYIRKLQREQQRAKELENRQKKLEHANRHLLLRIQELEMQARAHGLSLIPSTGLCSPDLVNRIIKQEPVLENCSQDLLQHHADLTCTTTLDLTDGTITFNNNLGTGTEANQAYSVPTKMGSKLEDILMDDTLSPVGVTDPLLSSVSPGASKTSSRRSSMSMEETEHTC
# GPR151 ag: human GPR151 activation; 1% of 650,000 active; Q8TDV0; activation, % at 11.2 µM; PathHunter beta-arrestin GPR151 cells, luminescence; in the data active = activation above about 4.9%;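 also: 0% = median of compound wells and 100% = cells with positive control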
# Target sequence (Q8TDV0 whole entry, looked up): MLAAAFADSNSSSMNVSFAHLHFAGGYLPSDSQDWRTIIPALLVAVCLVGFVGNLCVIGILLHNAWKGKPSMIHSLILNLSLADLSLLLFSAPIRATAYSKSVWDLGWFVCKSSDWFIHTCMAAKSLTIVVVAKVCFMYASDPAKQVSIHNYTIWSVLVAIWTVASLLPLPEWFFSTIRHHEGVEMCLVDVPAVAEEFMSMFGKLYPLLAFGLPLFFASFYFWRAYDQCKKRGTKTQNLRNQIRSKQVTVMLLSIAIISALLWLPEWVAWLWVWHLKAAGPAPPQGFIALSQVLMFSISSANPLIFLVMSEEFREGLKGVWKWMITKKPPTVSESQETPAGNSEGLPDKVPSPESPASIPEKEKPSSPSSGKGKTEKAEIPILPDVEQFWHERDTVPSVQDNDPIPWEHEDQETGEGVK
# TEAD-YAP inh: TEAD-YAP interaction inhibition | HEK-TIYL cells, TEAD-Gal4/YAP UAS-luciferase luminescence | inhibition, % at 9.12 µM | 1.4% of 640,000 active | AID 1259422; in the data active = inhibition above about 32%;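 also: 0% = median of test compound wells and 100% = reference inhibitor wells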
# An asterisk follows results filed as active. Random draw from the library; 3.4% or so of the library scored in one or more.
SMILES,FBW7 act,MITF inh,GPR151 ag,TEAD-YAP inh
CNC(=O)c1ccccc1Nc1cc(Nc2ccc(N3CCN(C)CC3)cc2OC)ncc1C(F)(F)F,-0.1,0,-1.3,85*
CSc1ccc(CC(=O)N2CCc3nnc(C(C)C)n3CC2)cc1,-0.1,13,0.5,-10
COC(=O)c1ccccc1NC(=O)c1c(O)c2c([nH]c1=O)CCCC2,-0.1,-15,0.5,-4
Cc1c(C(=O)Nc2ccc(F)cc2Cl)sc2ncn(CC(=O)N3CCCC(C)C3)c(=O)c12 (configuration not stated),-0.1,21,-2.1,0
CCCCc1ccc(-c2ccccc2)nc1,-0.1,-1,-0.3,-19
N#Cc1ccc(-c2csc(NC(=O)c3c(F)cccc3F)n2)cc1,0.0,-12,0.6,-1
CCn1cc(C(=O)Nc2cc([N+](=O)[O-])ccc2OC)c(=O)c2ccc(C)nc21,-0.3,20,-0.8,-20
COc1cc(/C=C2/C(=O)N(c3ccc(F)cc3)N=C2C)ccc1OCc1ccccc1,-0.1,-5,-0.8,-1
COc1ccc2nc(SCC(=O)c3c[nH]c4ccccc34)[nH]c2c1,-0.1,7,0.4,-7
C=CCN1C(=O)/C(=C/c2cccc([N+](=O)[O-])c2)SC1=S,-0.1,7,2.4,8
COc1cc(C2C(C(=O)OC(C)C)=C(N)OC3=C2C(=O)CCC3)ccc1OCc1ccc([N+](=O)[O-])cc1 (configuration not stated),-0.1,-4,-0.6,-19
Cc1ccc(-c2nc3c4cnn(Cc5ccccc5)c4ncn3n2)cc1,0.1,7,-1.3,1
Cc1c(NC(=O)c2nn3c(c2Cl)NC(c2cccs2)CC3C(F)(F)F)c(=O)n(-c2ccccc2)n1C (configuration not stated),0.7,45,2.5,-1
O=C(CN1C(=O)C2C3CCC(C3)C2C1=O)N1CCn2c(nnc2C2CC2)C1 (configuration not stated),0.7,18,-1.5,2
O=C(NCC(c1ccco1)N1CCCCC1)c1cc(=O)[nH]c2ccccc12 (configuration not stated),-0.1,2,1.5,0
CN(C)N1C(N)=C(C#N)C(c2ccsc2)C2=C1CCCC2=O (configuration not stated),0.0,4,-1.0,6
CC1=CC(=O)C(C)(Cl)C(Cl)/C1=N\S(=O)(=O)c1ccccc1 (configuration not stated),-0.1,0,-0.3,3
O=C(NCCc1c[nH]c2ccccc12)c1ccc(OC2CCN(C(=O)C3CC3)CC2)cc1,-0.1,-5,2.4,0
CCOc1ccc(NCC(=O)N/N=C/c2ccncc2)cc1,-0.1,10,1.5,5
COc1ccccc1C(=O)N1CCN(Cc2ccc3ccccc3c2)CC1,-0.4,45,0.3,22

# Just TEAD-YAP inh and GPR151 ag, for some of the entries so far:
Compound	TEAD-YAP inh	GPR151 ag
CN(C)N1C(N)=C(C#N)C(c2ccsc2)C2=C1CCCC2=O (configuration not stated)	6	-1.0
O=C(CN1C(=O)C2C3CCC(C3)C2C1=O)N1CCn2c(nnc2C2CC2)C1 (configuration not stated)	2	-1.5
COc1ccccc1C(=O)N1CCN(Cc2ccc3ccccc3c2)CC1	22	0.3

# (next part)
SMILES,FBW7 act,MITF inh,GPR151 ag,TEAD-YAP inh
Cc1ccc(-n2c(SCC(=O)NC(C)(C)C)nnc2-c2cccnc2)cc1C,0.1,20,-0.6,-16
Cc1nc(=O)c(-c2ccccc2)c(C)n1CCO,-0.3,23,0.2,8
C=CCNC(=O)c1ccc(-c2cccc(NC(C)=O)c2)nc1NCc1cccnc1,0.2,-6,-0.4,-5
CCOC(=O)C1Cn2c(nc3c(c2=O)C(C)(CC)Cc2ccccc2-3)S1 (configuration not stated),-0.2,-1,0.5,1
Cc1ccc(S(=O)(=O)N2CCCC2C(=O)NC23CC4CC(CC(C4)C2)C3)cc1 (configuration not stated),0.0,12,0.8,-4
O=C(OCC(=O)c1cccs1)c1ccccc1,0.1,9,-2.2,2
O=C(CN1CCN(CCO)CC1)Nc1ccc(OC(F)(F)Cl)cc1,0.1,-15,0.9,3
CCOc1ccc(CCNC(=O)CCn2nc(-c3ccccc3)ccc2=O)cc1OCC,1.6,16,0.6,-7
O=C(COc1ccc(C(=S)N2CCCC2)cc1)N1CCCC1,0.0,5,2.2,2
COc1ccc2c(c1)C1NC(=S)N(c3ccc(Cl)cc3)C(C)(O2)C1C(=O)N(C)C (configuration not stated),-0.2,12,-0.7,11
Cc1ccc2nc3c(cc(C(=O)NCc4ccco4)c(=N)n3Cc3ccccc3)c(=O)n2c1,0.3,0,1.1,2
Cc1ccc2nc(N3CCOCC3)nc(-c3ccccc3)c2c1,0.6,9,0.1,4
COC(=O)Nc1cnn(Cc2ccc(Cl)cc2)c1,0.8,22,-0.6,1
CCOc1ccccc1CN1CCN(C2CSCCSC2)CC1CCO (configuration not stated),-0.2,-2,0.5,1
COc1ccc(C(=O)NC(Nc2ccccc2Cl)C(=O)c2ccccc2)cc1 (configuration not stated),0.1,9,0.3,3
COc1ccc(/C=C/c2nc(N)nc(-c3ccccc3O)n2)cc1OC,0.0,-7,-1.5,-1
CC(C)(C)CC(=O)Nc1c(C(=O)Nc2ccc3c(c2)OCO3)oc2ccccc12,-0.1,-7,2.7,-3
CC(=O)N1CCN(CCN2C(=O)c3cccc4cccc(c34)C2=O)CC1,-0.1,-7,2.6,-2
N=c1sccn1CC(=O)Nc1cccc(Oc2ccccc2)c1,0.3,2,0.3,3
Cc1nc(SCC(=O)Nc2ccccc2[N+](=O)[O-])n[nH]1,0.2,3,0.6,9
CC(C)CN(CC(C)C)C(=O)CSc1ncn[nH]1,0.5,18,-1.4,-3
O=S(=O)(Nc1ccc(S(=O)(=O)Nc2nccs2)cc1)c1ccc(Cl)cc1,-0.1,-6,-1.7,-2
Cc1ccc(C2=NN=C(NC(=O)CSc3nnc(C)s3)SC2)cc1,-0.1,13,-1.3,55*
CN(C(=O)CSc1nnc(C(F)(F)F)n1N)C1CCS(=O)(=O)C1 (configuration not stated),0.1,-7,0.6,-5
Cc1ccc(NC(=O)NCCc2ccncc2)cc1,0.0,-2,-0.6,-16
Cc1nc(NCCNC(=O)c2ccc([N+](=O)[O-])cc2)c2c(C)c(C)sc2n1,0.0,-2,0.5,24
O=C(N/N=C/c1ccco1)c1ccncc1,-0.3,-6,0.9,-11
Cc1ccc(-c2nnn(CC(=O)Nc3nnc(C(C)C)s3)n2)cc1,0.1,-6,-0.4,2
COc1cccc(NC(=S)NCc2ccccc2)c1,0.1,2,2.1,0
CCOc1cc(/C=C2\C(=O)N(c3ccccc3Cl)N=C2C)ccc1O,-0.6,15,0.7,9
COC(=O)c1ccc(CN[C@H]2C[C@@H](C(=O)NC(C)C)N(Cc3cccc(Cl)c3)C2)cc1,-0.1,-4,0.5,-9
O=C(CSc1nc2c(cnn2-c2ccccc2)c(=O)[nH]1)N1CCCCC1,-0.2,10,1.7,-1
CCOC(=O)c1cc(-c2ccccc2)sc1NC(=O)C(CC(C)C)N1C(=O)c2ccccc2C1=O (configuration not stated),-0.1,1,2.2,-5
Cn1ncc(Cl)c1-c1nc(-c2nonc2N)no1,-0.2,-3,1.2,-6
CCc1ccc(-c2ccc(C(=O)Oc3ccc4ccccc4c3)cc2)nc1,0.0,-2,1.6,14
O=C(Nc1ccc(S(=O)(=O)N2CCc3ccccc32)cc1)c1ccc(Cl)cc1,-0.4,6,2.5,4
O=C(c1ccc(Br)o1)N1CCN(c2ccc3nncn3n2)CC1,0.3,3,1.7,7
Cc1ccc(NC(=O)c2oc3ccccc3c2NC(=O)C(C)C)cc1,1.7,8,-0.8,-14
CCN1C(=O)c2ccccc2S(=O)(=O)c2ccc(C(=O)N3CC(C)CC(C)C3)cc21 (configuration not stated),0.1,18,0.7,6
N[C@H](Cc1ccc(Br)cc1)C(=O)N1CCC(C(=O)Nc2ccncc2)CC1,0.0,3,-0.4,-11
N#CCc1ncc(-c2cc3cc(Br)cc(Br)c3oc2=O)s1,0.4,18,1.1,-9
CCOc1ccc(Nc2c([N+](=O)[O-])cc(C(=O)O)cc2[N+](=O)[O-])cc1,-0.3,-4,0.3,-6
COc1cc(Br)cc(/C=N/NC(=O)c2ccc(F)cc2)c1O,-0.2,18,0.3,1
O=C(NC(=S)Nc1ccc(Oc2ccc(Cl)cc2)cc1)c1cccs1,-0.1,3,-0.5,15
CC(=NCCN1CCN(C(=O)c2ccccc2)CC1)c1c(C(F)(F)F)[nH]n(-c2nc3ccccc3s2)c1=O,0.0,-6,-8.2,-6
COCCOC(=O)NC(=S)Nc1ccc(Oc2ccc(Cl)cc2)c(Cl)c1,0.2,8,1.6,16
CCn1c(-c2ccc(Br)o2)n[nH]c1=S,0.0,4,-0.5,2
O=C(Cn1cnc2c(cnn2-c2ccccc2)c1=O)Nc1ccccc1-c1ccccc1,0.0,-7,-0.3,1
CCCC(=O)N1CCN(c2ccc(NC(=O)c3cccc(C)c3OC)cc2)CC1,0.1,5,-1.6,3
CC(=O)NS(=O)(=O)c1ccc(NC(=O)COc2ccc(C(C)(C)C)cc2)cc1,-0.1,9,0.3,-3
COc1ccc(C(C)(C)C)cc1NC(=O)COC(=O)/C(C#N)=C/c1ccc2c(c1)OCO2,0.0,-2,-0.7,-5
O=C(O)c1c(CNCc2cccnc2)c2ccccc2n1Cc1ccccc1,-0.1,-1,0.1,3
O=C1c2ccc(Oc3ccc4c(c3)C(=O)N(CCCO)C4=O)cc2C(=O)N1CCCO,0.4,0,1.5,-9
CCCCOC(=O)c1cc(-c2ccc(/C=C3\Sc4ccccc4C3=O)o2)ccc1Cl,-0.2,3,0.7,-4
COc1ccc(C(c2sc3nc(C)nn3c2O)N2CCC(C(N)=O)CC2)cc1OC (configuration not stated),-0.1,13,0.0,6
CCCCn1c2ccc(Br)cc2c2nc3ccccc3nc21,0.9,13,-1.3,6
COc1ccc(NC(=O)Cn2cnc3c(cnn3C)c2=O)cc1OC,0.0,-3,-0.6,1
COc1ccc(NC(=O)C(C)N(c2ccc(Cl)cc2)S(C)(=O)=O)cc1OC (configuration not stated),-0.1,-7,1.2,10
CC1CCCC(C)N1C(=O)c1cccc(N)c1 (configuration not stated),-0.2,-11,0.0,-7
Cc1ccc2c(c1)-c1c(cnn1CC(=O)NCc1ccc(F)cc1)CO2,0.3,14,-0.6,12
# The results go on.
SMILES,FBW7 act,MITF inh,GPR151 ag,TEAD-YAP inh
CC(=O)Cn1c(=O)c2c(nc3n(Cc4ccccc4)c(C)c(C)n23)n(C)c1=O,0.3,-1,1.7,1
COCCNCCOCCOc1ccc(Cl)c(Cl)c1,0.0,4,0.2,-11
CCc1cc(=O)oc2c(C)c(OCc3ccc(F)cc3)ccc12,0.1,9,0.8,5
COc1ccc(C(=O)Nc2cccc(NC(=O)c3ccc(OC)cc3OC)n2)c(OC)c1,-0.1,-1,-0.7,-30
Cc1ccc(CC(NC(=O)c2ccccc2)C(=O)NC(C)C(=O)O)cc1 (configuration not stated),0.2,26,0.6,-6
COc1cc(C(=O)Nc2cccc3c2C(=O)N(c2ccccc2)C3=O)cc(OC)c1OC,0.4,3,0.3,1
CN(C)S(=O)(=O)c1cc(NC(=O)/C=C/c2ccco2)ccc1Cl,0.0,14,1.0,-48
CC(NC(=O)CCCCCn1c(=S)[nH]c2ccsc2c1=O)c1ccccc1 (configuration not stated),0.2,11,-0.4,1
O=C(CCn1cnc2ccccc21)N1CCC(CO)(Cc2ccc(Cl)cc2)CC1,-0.2,-6,1.0,3
c1ccc(Sc2ncnc3sc4c(c23)CCCC4)cc1,0.0,5,-0.1,-6
CCC(=O)N/N=C/c1ccc(-c2ccc(Cl)cc2)o1,1.5,-1,-0.5,6
CCN(CC)C(=O)C1=C(C)NC(=S)NC1c1ccc(Cl)cc1 (configuration not stated),0.8,11,1.4,13
CCOc1ccc(NC(=O)CSc2nc3ccccc3c(=O)n2CC2CCC(C(=O)NCC3CCCO3)CC2)cc1 (configuration not stated),0.0,-12,-0.1,15
N/C(=N\OC(=O)CCC1CCCC1)c1ccc(Cl)cc1,0.1,17,6.0*,2
CC(Oc1ccc(Br)cc1)C(=O)Nc1ccccc1C#N (configuration not stated),0.0,-17,-0.1,-6
N=c1c(/C(N)=N/N)nc2ccccc2n1O,-0.4,-1,-5.7,-29
CN(C)S(=O)(=O)c1ccc(Sc2nnc3ccccn23)c([N+](=O)[O-])c1,0.1,0,-1.2,-7
COc1ccc(C(=O)/C=C/Nc2ccc(O)cc2)cc1,-0.4,-1,0.8,-7
Cc1ccccc1NC(=S)Nc1ccccn1,0.0,5,0.5,-40
Cc1cc(NC(=O)CSc2ccsc2[N+](=O)[O-])ccc1Br,-0.2,4,-0.8,23

# Seven successive records out of the list so far, quoted:
SMILES,FBW7 act,MITF inh,GPR151 ag,TEAD-YAP inh
CC(=O)Cn1c(=O)c2c(nc3n(Cc4ccccc4)c(C)c(C)n23)n(C)c1=O,0.3,-1,1.7,1
COCCNCCOCCOc1ccc(Cl)c(Cl)c1,0.0,4,0.2,-11
CCc1cc(=O)oc2c(C)c(OCc3ccc(F)cc3)ccc12,0.1,9,0.8,5
COc1ccc(C(=O)Nc2cccc(NC(=O)c3ccc(OC)cc3OC)n2)c(OC)c1,-0.1,-1,-0.7,-30
Cc1ccc(CC(NC(=O)c2ccccc2)C(=O)NC(C)C(=O)O)cc1 (configuration not stated),0.2,26,0.6,-6
COc1cc(C(=O)Nc2cccc3c2C(=O)N(c2ccccc2)C3=O)cc(OC)c1OC,0.4,3,0.3,1
CN(C)S(=O)(=O)c1cc(NC(=O)/C=C/c2ccco2)ccc1Cl,0.0,14,1.0,-48

# Bioassay records as filed in PubChem.
